# A549 viability = counter-screen for Nrf2 inhibitors: cytotoxicity in A549 cells; A549 ARE-Fluc cells, CellTiter-Fluor viability, 18-24 h; Potency, µM (top dose mostly 46 µM), for inactives: at the highest dose activity change, negative = cytotoxicity, actives largely listed as inhibitors; actives 0.16% (n = 390,000); AID 504648; note: potency is the fitted concentration of half-maximal effect; % is set by controls: 0 for no effect and ±100 for the full control effect
#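 A549 ARE-Fluc cells in 5% FBS OPTI-MEM, 5000 cells/well, rested 2 h then exposed to compounds in concentration-response for 18-24 h at 37 °C. Viability by CellTiter-Fluor fluorescence (Ex 405/Em 525) after 30 min; luciferase luminescence (BugLite, 15 min, RT) read afterwards.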
# CCT modulator = modulators of cytosolic chaperonin (CCT/TRiC) activity; purified chaperonin ATPase assay, HTRF ADP detection, 30 min; activity change, % (concentration not given with the values), hits read low; AID 651819; actives 0.3% (n = 360,000); in the data active = activity change below about -30%; note: % is set by controls: 0 for no effect and ±100 for the full control effect
#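 Enzyme 40 or 20 nM (batch-dependent) in Tris pH 7.4/KCl/MgCl2/DTT; cpd 76 uM single point; ATP 10 uM; 30 min 37 °C; Transcreener ADP HTRF detection, 30 min RT; ratio 665/615.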
# EPAC2 ag = EPAC2 (human) agonism. EPAC2 activation, biochemical qHTS; response scale: 100% = 6.5 mM cAMP response. Q8WZA2. Potency, µM (titrated, usually from 154 µM), for the others: at the highest dose activation, actives largely listed as activators. actives 0.079% (n = 360,000); note: potency is the fitted concentration of half-maximal effect; nearly all actives have a fitted effect of over 50% in size
# Target sequence (Q8WZA2 whole entry, looked up): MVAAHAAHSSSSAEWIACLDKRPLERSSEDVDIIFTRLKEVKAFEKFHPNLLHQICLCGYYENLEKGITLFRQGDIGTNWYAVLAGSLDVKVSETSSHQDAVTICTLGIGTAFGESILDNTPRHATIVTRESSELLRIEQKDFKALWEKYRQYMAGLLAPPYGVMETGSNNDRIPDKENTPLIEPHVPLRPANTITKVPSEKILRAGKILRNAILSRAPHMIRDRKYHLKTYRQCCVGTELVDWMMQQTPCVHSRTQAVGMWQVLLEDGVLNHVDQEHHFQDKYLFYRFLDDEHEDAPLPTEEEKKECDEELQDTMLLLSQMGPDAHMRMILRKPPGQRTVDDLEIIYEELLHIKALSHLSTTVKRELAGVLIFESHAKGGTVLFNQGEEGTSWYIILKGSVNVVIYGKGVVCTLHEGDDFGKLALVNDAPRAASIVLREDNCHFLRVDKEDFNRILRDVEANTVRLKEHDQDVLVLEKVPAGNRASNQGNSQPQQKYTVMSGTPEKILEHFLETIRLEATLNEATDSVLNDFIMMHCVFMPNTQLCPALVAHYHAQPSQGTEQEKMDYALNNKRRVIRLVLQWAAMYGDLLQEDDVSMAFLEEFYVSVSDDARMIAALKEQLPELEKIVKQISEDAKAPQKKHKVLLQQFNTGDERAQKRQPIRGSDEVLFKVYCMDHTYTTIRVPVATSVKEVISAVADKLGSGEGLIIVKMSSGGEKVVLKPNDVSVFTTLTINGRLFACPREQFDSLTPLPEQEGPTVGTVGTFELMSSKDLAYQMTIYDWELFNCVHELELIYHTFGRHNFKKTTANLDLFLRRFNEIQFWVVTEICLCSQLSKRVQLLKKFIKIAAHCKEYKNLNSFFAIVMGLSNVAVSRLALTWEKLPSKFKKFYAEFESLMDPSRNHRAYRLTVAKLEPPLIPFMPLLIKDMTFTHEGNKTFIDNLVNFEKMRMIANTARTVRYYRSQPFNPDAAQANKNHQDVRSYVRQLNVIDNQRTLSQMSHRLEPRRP
#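 EPAC2 (100 nM) mixed with Rap1B loaded with BODIPY-GDP (250 nM) plus 50 uM unlabeled GDP; compounds pinned in, 5 min RT, then read every 5 min for 30 min (ex 480, em 540 nm). Normalized to cAMP control.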
# EPAC2 antag = antagonists of human EPAC2 | Q8WZA2 | EPAC2 GEF exchange of Rap1B-BODIPY-GDP, fluorescence | Potency, µM (top dose mostly 114 µM), inactives show at the top dose activity, negative = inhibition, hits mostly inhibitors | actives 0.18% (n = 360,000) | AID 720708; note: potency is the fitted concentration of half-maximal effect; % is set by controls: 0 for no effect and ±100 for the full control effect; nearly all actives have a fitted effect of over 45% in size; many of its hits are not listed in these tables
# Nrf2 block = Nrf2 pathway inhibition | A549 ARE-Fluc reporter, luciferase luminescence, 18-24 h | Potency, µM (highest dose often 46 µM), without a hit: at the top dose activity change, negative = inhibition, most hits filed as inhibitors | actives 2.1% (n = 360,000) | AID 504444; note: potency is the fitted concentration of half-maximal effect; % is set by controls: 0 for no effect and ±100 for the full control effect; nearly all actives have a fitted effect of over 60% in size
#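 In this cell-based qHTS, ARE-driven firefly luciferase in A549 cells reports Nrf2 activity; the luminescent signal after BugLite lysis is the measured value, with a prior CellTiter-Fluor read for cell health.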
# Akt phos inh = blocks phosphorylation of Akt | Neuro2A IGF-stimulated pAkt S473 HTRF, 20 min; stronger effect = lower value | activity change, % for hits at 50 µM | actives 0.32% (n = 360,000) | AID 651550; in the data active = activity change below about -80%; inconclusive = mostly about -51% to -80%; note: % is set by controls: 0 for no effect and ±100 for the full control effect
#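 Single-point screen (50 µM final compound) in Neuro2A cells stimulated 20 min with 6 nM IGF at 37 deg C. After lysis, Ser473-phosphorylated Akt read by HTRF (ex 330 nm, em 615/665 nm) as the 665/615 ratio.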
# TGFb inhibitor = inhibitors of TGF-b signaling | HepG2 CAGA-GFP TGF-b/SMAD3 reporter, GFP fluorescence, 18 h; TGF-beta stimulated, 500 pg/mL final | Potency, µM (series often up to 46.1 µM), for the others: at the top dose activity, negative = inhibition, most hits filed as inhibitors | actives 1.2% (n = 410,000) | AID 588855; note: potency is the fitted concentration of half-maximal effect; % is set by controls: 0 for no effect and ±100 for the full control effect; nearly all actives have a fitted effect of over 65% in size
#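 HEPG2 CAGA-GFP cells (1000/well, DMEM with 1% FBS) were pre-incubated 2 h at 37 degrees C, given compound by pin tool, then stimulated with TGF-beta at 500 pg/mL final for 18 h before per-cell GFP fluorescence imaging.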
# Nrf2 activator = Nrf2 pathway activation; Potency, µM (titrated, usually from 46.1 µM), for inactives: at the top dose activation, usual class: activators; actives 0.31% (n = 410,000); AREc32 ARE-luciferase reporter (MCF7-derived line), luminescence, 24 h; note: potency is the fitted concentration of half-maximal effect; % of control where 0% means no effect; nearly all actives have a fitted effect of over 65% in size
#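 Quantitative high-throughput format: AREc32 reporter cells, 1000 per well, received compound by pin transfer and were incubated 24 hr at 37 deg C, 5% CO2, before Steady-Glo luminescence detection.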
# Mm-Cpn inhibitor = blocks the Methanococcus maripaludis chaperonin Mm-Cpn | purified Mm-Cpn ATPase, ADP Transcreener TR-FRET | Potency, µM (doses to about 76.9 µM), for the others: at the highest dose activity, negative = inhibition, actives largely listed as inhibitors | actives 0.031% (n = 330,000); note: potency is the fitted concentration of half-maximal effect; % is set by controls: 0 for no effect and ±100 for the full control effect; nearly all actives have a fitted effect of over 80% in size
#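 TR-FRET (320 nm excitation; 590 and 665 nm emission) reports ADP made from 10 uM ATP by 25 nM enzyme; compounds were preincubated 10 min, reaction run 30 min, both at 37°C.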
# Numbers without * were called inactive; i = inactive; ? = inconclusive; . = not tested or not shown; & = joins results of further samples. Unless noted, calls come from the whole dose curve; as a rule, active = well fitted curve in the direction sought with a large enough effect; inconclusive = small, poorly fitted or top-dose-only effect, or another doubt; inactive = no such curve, though single readings can be large; an effect the other way counts as inactive or inconclusive.
# Every second line gives: A549 viability	CCT modulator	EPAC2 ag	EPAC2 antag	Nrf2 block	Akt phos inh	TGFb inhibitor	Nrf2 activator	Mm-Cpn inhibitor
- CCC(C)(C)NC(=O)CC(c1ccc(OC)cc1)n1cccc1 (stereo not drawn)
 : -2%	-1.9	-9%	2%	-4%	i	-1%	-0.2%	0%
- Cc1ccc(S(=O)(=O)N2CCC(C(=O)Nc3ccccc3N3CCCCC3)CC2)cc1
 : -19%	1.6	14%	-3%	?	.	?	-0.1%	-2%
- CC(=O)N1CCOCC1c1cc(C(=O)Nc2ccccc2)no1 (stereo not drawn)
 : .	0.3	3%	17%	.	i	2%	0.8%	.
- COc1ccc(N2CCN(C(=O)CNC(=O)Cc3ccc(Cl)cc3)CC2)cc1
 : -15%	-0.5	-1%	1%	9%	i	-27%	-1.6%	-6%
- Cc1ccc(S(=O)(=O)Nc2ccccc2C(=O)Nc2ccc(S(=O)(=O)Nc3nccc(C)n3)cc2)cc1
 : 4%	0.5	-1%	-9%	-6%	i	2%	-0.4%	1%
- O=C(CN1C(=O)C2C3C=CC(C3)C2C1=O)NCCc1ccccc1 (stereo not drawn)
 : 0%	-51*	10%	8%	22%	i	-1%	0.4%	?
- S=C(NCc1ccc2c(c1)OCO2)NC1CC1
 : 0%	-3.1	3%	18%	12%	i	-4%	-0.6%	1%
- O=C(COCc1ccccc1)N[C@@H]1c2ccccc2CC[C@H]1OCc1ccccc1
 : -1%	0.6	12%	13%	10%	i	-24%	9.7%	-1%
- COc1ccc(C(=O)Nc2ccccc2-c2nnn(CC(N)=O)n2)cc1
 : ?	2.3	-3%	-4%	?	i	4%	-0.6%	.
- CC1(C)CC(=O)C2=C(C1)Nc1ccccc1NC2c1ccccc1F (stereo not drawn)
 : -11%	0.4	11%	0%	-5%	i	-8%	-0.1%	2%
- Cc1ccc(C(=O)n2nc(-c3ccco3)nc2NCc2cccs2)cc1
 : -5%	.	.	.	8.2µM*	.	26%	-0.2%	.
- CN(C)S(=O)(=O)c1cccc(NC(=O)CNc2cccc(S(=O)(=O)N3CCCCC3)c2)c1
 : .	-3.3	10%	-9%	.	i	-9%	-0.3%	.
- Cc1ccc(S(=O)(=O)N2CCN(c3ccc4nnc(-c5ccccc5)n4n3)CC2)cc1
 : -2%	-2.2	19%	4%	-9%	i	0%	3.3%	0%
- CCOc1cc(C(=O)NCc2ccccc2)ccc1OCC(=O)N1CCOCC1
 : 10%	-0.1	8%	9%	0%	i	-29%	-0.9%	1%
- CN(C)CC(C)(C)CNS(=O)(=O)c1cccc(Cl)c1Cl
 : 2%	-2.3	6%	-3%	13%	i	-2%	-0.3%	2%
- CCCCCCCOC(=O)C[N+](C)(C)CCOC1CC2CCC1(C)C2(C)C (stereo not drawn)
 : 1%	0.9	-3%	-9%	-11%	i	?	-3.7%	-1%
- CC1(C)NC(=O)N(CC(=O)N2CCN(c3ccc([N+](=O)[O-])cc3)CC2)C1=O
 : -11%	0.6	7%	7%	-6%	i	-7%	-0.7%	1%
- COc1ccccc1NC(=O)Nc1ccc2[nH]c(=O)[nH]c2c1
 : 1%	-2.1	6%	3%	14%	i	0%	1.2%	-4%
- O=C(N=C1SC2CS(=O)(=O)CC2N1Cc1ccc(Cl)cc1)C1CC1 (stereo not drawn)
 : 2%	-2.1	3%	6%	5%	i	2%	0.0%	0%
- CC(C)(C)Cc1nnc(NC(=O)CSc2ccccc2)s1
 : 1%	0.0	-9%	-3%	?	i	-9%	4.2%	-1%
- CCN(CC)S(=O)(=O)c1ccc(Cl)c(C(=O)NC)c1
 : -3%	-3.8	5%	-6%	11%	i	-1%	2.2%	-1%
- O=C(Nc1ccc(NC(=O)C2CCCCC2)nc1)c1ccccn1
 : -6%	2.0	12%	-15%	-40%	i	-16%	4.4%	1%
- CC(C)N(C(=O)CSc1nc2ccccc2n1Cc1ccc(F)cc1)C(C)C
 : -1%	0.8	5%	-4%	-17%	i	?	0.2%	1%
- O=C(Nc1ccc(S(=O)(=O)NCc2ccccc2)cc1)c1ccc(Br)o1
 : 1%	-0.2	14%	-2%	?	i	-30%	3.0%	1%
- CC(OC(=O)c1ccc([N+](=O)[O-])s1)C(=O)NC1CCCCC1C (stereo not drawn)
 : -2%	-0.1	-6%	2%	-26%	i	?	4.7%	0%
- COc1ccccc1Cc1c(-c2ccc(C#N)cc2)nc2ccc(C)cn12
 : .	-0.3	9%	-10%	.	i	.	0.0%	.
- CCCn1cc(SCC(=O)Nc2cc(C)on2)c2ccccc21
 : -1%	-2.4	3%	7%	12%	i	?	-0.6%	1%
- Nc1cc(S(=O)(=O)Nc2ccccc2Cl)ccc1N1CCCCC1
 : -10%	0.7	8%	?	7.3µM*	i	?	0.5%	-8%
- CCOc1ccccc1NC(=O)c1ccc(-n2cncn2)nc1
 : 24%	1.4	-1%	5%	-9%	i	5%	0.2%	0%
- COc1cccc(-c2ccc(NC(=O)C3CCCN(CCCn4cccn4)C3)cc2)c1 (stereo not drawn)
 : -4%	1.2	5%	-6%	4%	i	21%	16%	-5%

# Only Nrf2 activator, for four of the compounds above:
smiles,Nrf2 activator
COc1ccc(C(=O)Nc2ccccc2-c2nnn(CC(N)=O)n2)cc1,-0.6%
CC1(C)CC(=O)C2=C(C1)Nc1ccccc1NC2c1ccccc1F (stereo not drawn),-0.1%
Cc1ccc(C(=O)n2nc(-c3ccco3)nc2NCc2cccs2)cc1,-0.2%
CN(C)S(=O)(=O)c1cccc(NC(=O)CNc2cccc(S(=O)(=O)N3CCCCC3)c2)c1,-0.3%

# More compounds:
# Every second line gives: A549 viability	CCT modulator	EPAC2 ag	EPAC2 antag	Nrf2 block	Akt phos inh	TGFb inhibitor	Nrf2 activator	Mm-Cpn inhibitor
- O=C1C2CC=CCC2C(=O)N1c1ccc(NCCc2ccc(O)cc2)c([N+](=O)[O-])c1 (stereo not drawn)
 : -26%	0.5	12%	-18%	?	i	-13%	6.1%	2%
- CN(C)c1ccc(-c2sc(Nc3ccccc3)n[n+]2-c2ccc(F)cc2)cc1
 : -4%	-1.0	16%	6%	3%	i	-5%	1.2%	-20%
- CCOc1cc(/C=N/NC(=O)Nc2ccccc2)ccc1O
 : ?	-0.9	14%	6%	13%	i	5%	9.2%	2%
- Cc1cc(C)cc(OCC(=O)Nc2cccc3cccnc23)c1
 : 1%	.	.	.	3%	.	-1%	0.2%	.
- CCC(=O)Nc1c(C(=O)N2CCCCCC2)cnn1-c1ccc(C)c(C)c1
 : -5%	-1.4	11%	-1%	1%	i	?	0.2%	0%
- COc1ccc(OCC(=O)NC(=O)c2ccccc2)c([N+](=O)[O-])c1
 : -4%	-2.0	1%	3%	2%	i	-2%	0.3%	0%
- N#Cc1cc(-c2ccccc2)c[nH]c1=O
 : -12%	-0.7	-3%	-5%	-1%	i	0%	-0.1%	-1%
- CCOC(=O)c1ccc2c(c1)nc(SCC(=O)N1CCOCC1)n2CC
 : -7%	-0.1	-4%	4%	?	i	10%	-0.4%	-1%
- Cc1ccc(C(=O)N/C(=C\c2cccs2)C(=O)N2CCN(C)CC2)cc1C
 : -2%	-0.8	-2%	-1%	-9%	i	-7%	-0.4%	2%
- Cc1oc(=O)c(NC(=O)c2ccccc2)cc1C(C)O (stereo not drawn)
 : 11%	0.9	6%	-5%	8%	i	6%	11%	-2%
- COc1cccc(NC(=O)C2(C)CCN2Cc2ccc3ccccc3c2)c1 (stereo not drawn)
 : .	-4.8	6%	-11%	.	i	?	-0.1%	.
- Cc1ccc(NC(=O)c2ccc(NC(=O)N3CCSc4nc(C)cc(C)c43)cc2)c(Cl)c1
 : 10%	.	.	.	-25%	.	?	-1.7%	.
- CCC1(CC)C(=O)C2=C3C1[C@H](C(=O)OC)C=C(C(=O)OC)C[C@H]3[C@H]1C(=O)N(CC(=O)OC)C(=O)[C@H]1[C@H]2C (stereo partly drawn)
 : -3%&-4%	0.7	-1%	-6%	-13%&-4%	i	-1%&3%	0.3%	.
- COc1ccc(CNC(=O)CN2C(=O)NC3(CCCCCC3)C2=O)cc1OC
 : 10%	-0.8	7%	-12%	17%	i	-4%	0.1%	1%
- COC(=O)c1cc2c(n1S(=O)(=O)c1ccc(C)cc1)C(=O)C(=O)c1[nH]cc(C(=O)OCc3ccccc3)c1-2
 : 4.1µM*	-1.2	-7%	5%	4.1µM*	i	?	-2.2%	.
- CCOc1nc(Nc2ccc(OC)cc2)nc(OCC)n1
 : 0%	-1.0	7%	-8%	-24%	i	4%	2.0%	-2%
- Cc1ccc(S(=O)(=O)c2c(C)cc(C)[nH]c2=O)cc1
 : 0%	-1.5	2%	0%	4%	i	-4%	-0.1%	0%
- O=C(Nc1ccc2c(c1)OCCO2)c1cc2sccc2n1Cc1ccccc1
 : 0%	1.7	11%	6%	-5%	i	2%	-0.6%	?
- O=C(/C=C/c1ccc(Cl)cc1)Nc1ccc(Br)cn1
 : 5%	-4.9	-1%	-2%	6%	i	-1%	0.5%	0%
- COC(=O)CC(NC(=O)Nc1ccc(C)cc1)c1cccc([N+](=O)[O-])c1 (stereo not drawn)
 : 14%	13	13%	-2%	8%	i	5%	2.9%	3%
- CCOc1ccc(Cc2noc3c2C(=O)CC(C)(C)C3)cc1OCC
 : -7%	-7.2	-9%	5%	-5%	i	11%	0.1%	0%

# Assay outcomes (PubChem)

# Not all compounds are listed; count on the stated rates, not on these rows.
